CHRM4 agonist: CHRM4 agonism in calcium assay | AID 624127 | P08173 | activation, % at 3 µM | actives 0.14% (n = 360,000) | CHO-K1 hM4/Gqi5, Fluo-8 calcium fluorescence; vehicle 0%, full acetylcholine response 100%;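 active means activation above the run mean over all test wells plus 3 SD, cut at about 32% in these data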;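 further: peak over basal fluorescence ratio per well then scaled between controls; 0% = DMSO wells and 100% = acetylcholine at EC100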
Target sequence (P08173 whole entry, looked up): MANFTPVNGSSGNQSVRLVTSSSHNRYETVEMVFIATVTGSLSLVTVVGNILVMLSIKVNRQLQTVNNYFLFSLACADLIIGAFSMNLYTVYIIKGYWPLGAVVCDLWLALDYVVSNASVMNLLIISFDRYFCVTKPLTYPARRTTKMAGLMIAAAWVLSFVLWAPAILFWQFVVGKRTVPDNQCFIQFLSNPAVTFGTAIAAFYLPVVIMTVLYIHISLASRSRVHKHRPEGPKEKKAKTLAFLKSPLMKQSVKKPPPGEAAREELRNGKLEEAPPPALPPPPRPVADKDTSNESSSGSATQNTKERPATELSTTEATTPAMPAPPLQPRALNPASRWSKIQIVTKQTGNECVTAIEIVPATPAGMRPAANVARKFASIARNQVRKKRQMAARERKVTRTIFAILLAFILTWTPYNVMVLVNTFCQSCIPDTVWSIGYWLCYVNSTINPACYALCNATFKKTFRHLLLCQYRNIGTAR
M1 ag: activates human CHRM1 receptor; actives 0.33% (n = 360,000); CHO-K1 hM1, Fluo-8 calcium fluorescence, agonist mode; 0% DMSO, 100% acetylcholine EC100; activation, % at 3 µM; P11229;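 active means activation above the run's mean compound activation plus 3 SD, cut at about 16% in these data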;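 further: peak over basal fluorescence ratio within a 140 s kinetic read after compound addition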
Target sequence (P11229 whole entry, looked up): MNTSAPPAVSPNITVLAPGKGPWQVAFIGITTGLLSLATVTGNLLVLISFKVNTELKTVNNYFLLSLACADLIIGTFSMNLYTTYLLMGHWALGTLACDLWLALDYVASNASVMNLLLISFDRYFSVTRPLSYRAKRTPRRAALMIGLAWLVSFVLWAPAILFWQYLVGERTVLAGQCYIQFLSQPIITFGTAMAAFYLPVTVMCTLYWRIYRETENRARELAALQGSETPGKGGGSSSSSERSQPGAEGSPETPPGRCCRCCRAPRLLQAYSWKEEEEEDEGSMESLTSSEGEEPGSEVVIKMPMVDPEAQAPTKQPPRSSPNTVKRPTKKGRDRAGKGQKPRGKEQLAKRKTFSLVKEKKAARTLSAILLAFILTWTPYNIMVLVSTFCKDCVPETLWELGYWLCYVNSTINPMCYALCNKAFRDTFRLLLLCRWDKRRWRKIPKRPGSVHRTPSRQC
CHO-K1 Ca ag: nonselective activator or artifact in parental CHO-K1 cells | Fluo-8 calcium fluorescence; scaled to maximal ATP response, vehicle zero | activation, % at 3 µM | actives 0.48% (n = 360,000) | AID 602248; in the data active means activation above about 15%;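 further: untransfected CHO-K1 host cells lacking M1 receptor as counterscreen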
CHO parental Ca: signal in parental CHO cells, OX1R antagonist counter-screen; inhibition, % at 5.6 µM; parental CHO-K1, ATP-induced calcium, Fluo-8 fluorescence; actives 0.63% (n = 330,000);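 active means inhibition above that plate's mean sample inhibition plus 3 SD, cut at about 26% in these data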;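 further: 0% = ATP-challenged DMSO wells and 100% = DMSO wells without ATP; some compounds past the cut are filed as inactive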
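Test system: parental CHO cells; detection: calcium-sensitive Fluo-8 fluorescence; evaluation: percent inhibition of calcium signal; also added: ATP as calcium-mobilizing challenge; repeats: one well per compound; control set: ATP-challenged DMSO wells low, unchallenged DMSO wells high; compound: single nominal dose of 5.6 µM per compound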
CHRM1 antagonist: human CHRM1 antagonism | P11229 | CHO-K1 hM1, Fluo-8 calcium fluorescence, ACh EC80 antagonist | inhibition, % at 3 µM | actives 1.3% (n = 360,000) | AID 588852;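 active means percent inhibition above its own plate's cutoff, namely the mean of that plate's compound wells plus 3 SD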;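 further: peak over basal fluorescence ratio during 140 s after agonist addition; 0% = ACh EC80 plus DMSO and 100% = DMSO alone without agonist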
M4 antag: CHRM4 antagonism in calcium assay; P08173; inhibition, % at 3 µM; actives 0.73% (n = 360,000); CHO-hM4 cells, ACh EC80, Fluo-8 calcium fluorescence;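 active means inhibition above its plate's cutoff, the mean inhibition of sample wells plus 3 SD, cut at about 27% in these data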;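 further: 0% = acetylcholine EC80 with DMSO and 100% = DMSO without agonist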
OXTR potentiator: human OXTR potentiation; P30559; CHO-OTR cells, Fluo-8 calcium fluorescence, potentiator mode; 0% = oxytocin EC15, 100% = EC100; activation, % at 3 µM; actives 0.061% (n = 320,000);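 active means activation above that plate's cutoff, the mean activation of tested compounds plus 3 SD, cut at about 6.6% in these data, passing the limit was not always enough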;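 further: 100% uses oxytocin at 75 nM as the full agonist control; some results filed as inactive read as strong as hits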
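Dosing: Single dose, 3.0 µM nominal final compound concentration | Material: Human OTR in CHO cells | Technique: Kinetic Fluo-8 calcium fluorescence | Benchmarks: EC15 oxytocin alone as 0%, 75 nM oxytocin as 100% | Probe or stimulus: Oxytocin at about EC15, sub-maximal agonist stimulus | Incubation: Compound 6 min at room temperature before oxytocin, 100 s read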
M1 PAM: potentiates human M1 receptor response to acetylcholine | actives 0.088% (n = 360,000) | activation, % at 3 µM | P11229 | CHO-K1 hM1, Fluo-8 calcium fluorescence, ACh EC20; 0% = ACh EC20, 100% = maximal ACh; in the data active means activation above about 19%, passing the limit was not always enough
CHO-K1 Ca antag: counter-screen for M1 antagonists: effect in parental CHO-K1 cells | ATP-induced calcium, Fluo-8 fluorescence | inhibition, % at 3 µM | actives 0.6% (n = 360,000) | AID 602250;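 active means inhibition above a per-plate cutoff, the plate's mean sample inhibition plus 3 SD, cut at about 24% in these data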;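 further: 0% = DMSO plus EC80 ATP and 100% = DMSO alone without ATP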
Starred values were filed as active, the others as inactive; x = not tested or not shown. An unsorted share of the library; about 2.9% have a hit in one of these screens.

[1] Cc1ccc(-n2nc3c(=O)n(CCCC(=O)NCC(C)c4ccccc4)nc(C)c3c2C)cc1 (stereo not drawn)
[2] CC(=O)Nc1ccc(NC(=O)c2c(C)nn(Cc3ccccc3)c2Cl)cc1
[3] COc1ccc(N2CC(C(=O)Nc3ccc(S(=O)(=O)N4CCOCC4)cc3)CC2=O)cc1 (stereo not drawn)
[4] Cc1nc(-c2ccc(O)c(O)c2)cs1
[5] Cc1[nH]nc(SCC(=O)N2CCOCC2)c1[N+](=O)[O-]
[6] O=C(CSCC(=O)NN=Cc1ccccc1O)NN=Cc1ccccc1O

Screen / compound no.	1	2	3	4	5	6
CHRM4 agonist	0	4	0	2	1	1
M1 ag	-7	-6	-7	-3	-1	-3
CHO-K1 Ca ag	-1.1	1.4	-0.3	-0.1	0.7	1.0
CHO parental Ca	-20	-15	-10	-5	-8	x
CHRM1 antagonist	-10	4	-8	1	-16	-18
M4 antag	-3	5	0	16	10	-15
OXTR potentiator	-6	-3	6	0	7	x
M1 PAM	2	2	5	5	15	5
CHO-K1 Ca antag	-25	4	3	26*	-11	-16

[7] COc1ccc(C(=O)C2CCN(C(=O)c3ccc(C)cc3)CC2)cc1
[8] COC(=O)[C@]1(Cc2ccccc2)N[C@H](CN(C)C(=O)Nc2ccc(Cl)cc2)[C@@H]2C(=O)N(C)C(=O)[C@@H]21
[9] CCCNC(=S)N1CCC(C(=O)c2ccc(OC)cc2)CC1
[10] Cc1nn(-c2ccccc2)c(C)c1NC(=O)COC(=O)/C=C/c1ccccc1
[11] O=C(c1ccco1)N1CCN(C(=S)Nc2ccc(F)cc2)CC1
[12] N#CCNC1CC(=O)N(c2ccccc2)C1=O (stereo not drawn)

Screen / compound no.	7	8	9	10	11	12
CHRM4 agonist	4	2	7	15	1	1
M1 ag	0	11	-3	4	-1	1
CHO-K1 Ca ag	2.0	0.5	6.4	9.8	0.2	-0.1
CHO parental Ca	-1	-14	-9	1	-1	-3
CHRM1 antagonist	3	-21	-7	16	-4	-7
M4 antag	0	-22	-5	6	2	-7
OXTR potentiator	-18	1	-4	-13	2	-6
M1 PAM	-1	21	7	3	3	9
CHO-K1 Ca antag	1	-9	-18	0	-6	-1

Individual results from above.
entry 8 | OXTR potentiator: 1
entry 7 | CHRM1 antagonist: 3

Additional records:
[13] Cc1ccc(/C=N/N2CCN(c3ccncc3S(=O)(=O)N3CCCCC3)CC2)cc1
[14] O=C(CSc1nc2ccccc2o1)N/N=C/c1ccccc1
[15] O=C(O)CCCCCCCCc1cn(CCc2c[nH]c3ccccc23)nn1
[16] CC(Sc1nc2ncc(Cl)cc2[nH]1)C(=O)Nc1ccccc1[N+](=O)[O-] (stereo not drawn)
[17] Cc1cc(C)cc(NC(=O)C2CCCN2S(=O)(=O)c2cccc3cccnc23)c1 (stereo not drawn)
[18] O=C(Nc1ccc(F)cc1)C1CC2CCC1C2 (stereo not drawn)

Screen / compound no.	13	14	15	16	17	18
CHRM4 agonist	1	1	4	1	x	1
M1 ag	-3	-3	1	-9	6	-3
CHO-K1 Ca ag	0.1	-0.1	0.1	0.4	5.0	1.9
CHO parental Ca	-16	-12	-11	x	-16	-5
CHRM1 antagonist	-13	11	-3	19	-9	-24
M4 antag	6	8	-4	-16	-6	6
OXTR potentiator	1	-4	-5	x	-13	-8
M1 PAM	1	-10	3	-24	4	15
CHO-K1 Ca antag	4	1	-2	-13	-6	-5

[19] O=C1C2C3C=CC(CC3)C2C(=O)N1c1ccc(F)cc1 (stereo not drawn)
[20] O=C(CSc1nnc(-c2cccc(S(=O)(=O)N3CCCC3)c2)n1-c1ccccc1)Nc1ccc(C(=O)O)cc1
[21] CCN(CC)c1ccc(C=C2C(=O)OC(C)(C(C)(C)C)OC2=O)cc1 (stereo not drawn)
[22] COc1ccccc1NC(=O)c1ccccc1NS(=O)(=O)N1CCCC1
[23] CC1(C(=O)NS(=O)(=O)c2ccccc2)CCN1C(=O)Cc1ccccc1Cl (stereo not drawn)
[24] O=C(Oc1ccccc1/C=C\C(=O)c1cc2ccccc2o1)c1ccccc1

Screen / compound no.	19	20	21	22	23	24
CHRM4 agonist	0	0	1	1	1	2
M1 ag	-5	0	-2	-4	-1	-7
CHO-K1 Ca ag	1.4	0.7	0.7	1.4	0.6	0.3
CHO parental Ca	4	-14	-16	-14	x	6
CHRM1 antagonist	-11	6	-16	-4	-20	-7
M4 antag	0	8	0	5	-3	-2
OXTR potentiator	-2	-11	-6	5	x	-6
M1 PAM	5	3	10	1	15	8
CHO-K1 Ca antag	-7	-8	-9	-22	-12	-2

[25] Cc1ccc(C(=O)NCCOc2ccc(Cl)cc2)cc1
[26] Cc1cc(=S)[nH]c(=S)[nH]1
[27] CC(=O)Nc1ccc(/C=N/Nc2nc3ccccc3s2)cc1
[28] Cc1ccc(-n2c(-c3ccco3)nc3c(cnn3-c3ccccc3C)c2=O)cc1
[29] Cc1nc(-c2ccc(C(=O)NCCO)cc2)cs1
[30] O=C(Cn1ccc([N+](=O)[O-])n1)NCc1cccnc1

Screen / compound no.	25	26	27	28	29	30
CHRM4 agonist	0	0	8	-1	1	0
M1 ag	-6	-2	1	-6	-2	-3
CHO-K1 Ca ag	-0.2	0.3	0.5	-0.2	1.9	0.6
CHO parental Ca	-10	-14	x	-15	-1	16
CHRM1 antagonist	-6	-18	-4	2	-6	-2
M4 antag	3	-8	-1	7	13	-4
OXTR potentiator	6	-18	x	-4	-5	-15
M1 PAM	9	9	2	9	5	1
CHO-K1 Ca antag	-13	-10	14	8	-11	-9

[31] O=C(Oc1coc(CSc2ncccn2)cc1=O)c1ccccc1[N+](=O)[O-]
[32] Cc1ccc(S(=O)(=O)N2CCCC2)cc1C(=O)N1CCC(C)CC1
[33] Clc1ccc(Nc2ncnc3c2nnn3Cc2ccccc2)cc1
[34] C[C@H]1CN([C@@H](C)CO)S(=O)(=O)c2ccc(-c3cncnc3)cc2O[C@H]1CN(C)C(=O)NC1CCCC1
[35] CCc1ccccc1NC(=S)NC1CC2CCCC(C1)N2Cc1cccs1 (stereo not drawn)
[36] O=C(Nc1ccccc1F)N(Cc1ccc(F)cc1)Cc1nc2ccccc2c(=O)[nH]1

Screen / compound no.	31	32	33	34	35	36
CHRM4 agonist	1	1	1	1	1	0
M1 ag	-3	-2	-4	-4	-9	-6
CHO-K1 Ca ag	3.7	0.0	0.9	0.1	0.7	-0.2
CHO parental Ca	-17	-3	-20	x	-21	-19
CHRM1 antagonist	-3	-11	-1	-10	23	2
M4 antag	4	0	2	-31	10	8
OXTR potentiator	-3	-2	-4	x	0	1
M1 PAM	3	13	6	4	-15	4
CHO-K1 Ca antag	12	4	-9	1	-13	12

Exported with two lines to a compound: 3 of the compounds above.
The line under a structure holds: CHRM4 agonist | M1 ag | CHO-K1 Ca ag | CHO parental Ca | CHRM1 antagonist | M4 antag | OXTR potentiator | M1 PAM | CHO-K1 Ca antag
(31) O=C(Oc1coc(CSc2ncccn2)cc1=O)c1ccccc1[N+](=O)[O-]
→ 1 | -3 | 3.7 | -17 | -3 | 4 | -3 | 3 | 12
(35) CCc1ccccc1NC(=S)NC1CC2CCCC(C1)N2Cc1cccs1 (stereo not drawn)
→ 1 | -9 | 0.7 | -21 | 23 | 10 | 0 | -15 | -13
(34) C[C@H]1CN([C@@H](C)CO)S(=O)(=O)c2ccc(-c3cncnc3)cc2O[C@H]1CN(C)C(=O)NC1CCCC1
→ 1 | -4 | 0.1 | x | -10 | -31 | x | 4 | 1

Continued.
[37] S=C(NCCCc1ccccc1)Nc1ccc(Cl)cc1
[38] COC(=O)C1=C(C)N(C)C(=O)/C1=C\c1ccco1
[39] S=C(Nc1ccccn1)NC1CCCC1
[40] COc1cc2c(cc1OC)C(c1ccccc1)NC(C)(C)C2 (stereo not drawn)
[41] Cc1ccsc1/C=N/Nc1ncnc2nc[nH]c12
[42] COc1ccc2oc3ccccc3c(=O)c2c1

Screen / compound no.	37	38	39	40	41	42
CHRM4 agonist	8	1	0	0	0	0
M1 ag	-4	-4	-8	-2	-5	-10
CHO-K1 Ca ag	9.6	0.2	0.0	1.9	-0.6	-0.7
CHO parental Ca	-1	0	-8	-2	0	-4
CHRM1 antagonist	19	-10	3	-10	-6	-11
M4 antag	10	3	-1	-2	6	-2
OXTR potentiator	-7	9	-3	-9	-4	-5
M1 PAM	-16	5	-1	4	5	14
CHO-K1 Ca antag	22	-3	13	-11	-6	-8

[43] O=Cc1nc(-c2ccc(Cl)cc2)n2ccccc12
[44] N#Cc1cc(Oc2cccc3cccnc23)c(-n2nnc3ccccc32)cc1C#N
[45] O=C(Cn1ccsc1=NC(=O)c1ccco1)c1ccccc1
[46] COc1cc(NC(=O)C2=C(N3CCOCC3)/C(=C\c3ccc(N(C)C)cc3)CCC2)cc(OC)c1OC
[47] COc1cc2ccccc2cc1C(=O)Nc1cccnc1
[48] Cc1cccc(-n2c(-c3ccoc3C)n[nH]c2=S)c1

Screen / compound no.	43	44	45	46	47	48
CHRM4 agonist	0	1	4	1	3	0
M1 ag	-7	-6	-1	-5	0	-10
CHO-K1 Ca ag	-0.2	1.1	2.0	-0.8	0.4	-0.1
CHO parental Ca	-8	22	-12	-11	-7	-10
CHRM1 antagonist	-1	9	-8	0	-3	-13
M4 antag	-6	26	-10	3	-3	-12
OXTR potentiator	0	-6	-1	-10	-2	3
M1 PAM	-5	-5	8	8	6	11
CHO-K1 Ca antag	-10	-7	-3	10	5	-4

[49] Cc1cccc(C(=O)OC(C)C(=O)NC(=O)NC2CCCCC2)c1O (stereo not drawn)
[50] COc1ccccc1CN1C(=O)C(C)ON=C1c1ccccc1F (stereo not drawn)
[51] CS(=O)(=O)c1ccc2nc(NC(=O)CC3CCCC3)sc2c1
[52] O=C(COC(=O)CCS(=O)(=O)c1ccccc1)Nc1ccccc1

Screen / compound no.	49	50	51	52
CHRM4 agonist	1	1	1	1
M1 ag	1	-1	-5	-3
CHO-K1 Ca ag	1.2	0.1	1.7	0.4
CHO parental Ca	-13	x	-23	-17
CHRM1 antagonist	-28	-6	19	-2
M4 antag	-5	-5	-11	6
OXTR potentiator	-6	x	-6	-5
M1 PAM	5	5	-7	7
CHO-K1 Ca antag	-10	5	-8	-16

Bioassay records: PubChem, The Scripps Research Institute Molecular Screening Center
